AID inh: inhibitors of human activation induced cytidine deaminase; AID deamination FRET fluorescence, UDG-coupled, 4 h; 0.32% of 91,000 active; Q9GZX7; Potency, µM (top dose mostly 115 µM), for the others: at the top dose activity change, negative = inhibition, hits mostly inhibitors; AID 1347428; note: nearly all actives have a fitted effect of over 25% in size
Target sequence (Q9GZX7 whole entry, looked up): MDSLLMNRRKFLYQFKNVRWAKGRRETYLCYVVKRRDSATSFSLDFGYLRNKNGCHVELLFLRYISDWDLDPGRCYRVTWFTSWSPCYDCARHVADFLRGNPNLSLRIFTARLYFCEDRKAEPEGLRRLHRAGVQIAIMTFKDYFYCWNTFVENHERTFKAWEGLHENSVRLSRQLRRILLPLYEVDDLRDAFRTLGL
UDG counter: blocks uracil-DNA glycosylase in AID counter-screen; 0.14% of 91,000 active; FRET deamination/UDG coupled assay, UDG read, 4 h; Potency, µM (titrated, usually from 115 µM), without a hit: at the highest dose activity change, negative = inhibition, usual class: inhibitors; note: nearly all actives have a fitted effect of over 65% in size
Numbers without * were called inactive; ? = inconclusive; [ ] = remark or other dose. Calls come from the whole dose curve; as a rule, active = well fitted curve in the direction sought with a large enough effect; inconclusive = small, poorly fitted or top-dose-only effect, or another doubt; inactive = no such curve, though single readings can be large; an effect the other way counts as inactive or inconclusive. % is set by controls: 0 for no effect and ±100 for the full control effect; potency is the fitted concentration of half-maximal effect.

SMILES | AID inh | UDG counter
CCOc1ccccc1NC(=O)Cn1cc(C(=O)c2ccc(Cl)cc2)c(=O)c2ccc(C)nc21 | ? | -9%
CCN(CC)CCCNC(=O)Cc1csc2nc(-c3ccc(Cl)cc3)cn12 | 53%[activator] | -6%
CCc1ccc(NC(=O)CN2C(=O)CC(c3ccccc3)Sc3ccccc32)cc1 (configuration not stated) | 21% | 10%
O=C(NC1C2CC3CC(C2)CC1C3)c1ccc(-c2ccc(Br)cc2)o1 (configuration not stated) | -23% | -6%
CC(OC(=O)c1ccc2c(c1)NC(=O)CS2)C(=O)NC1CCCC1 (configuration not stated) | 0% | 7%
Cc1cc(C)c(C(=O)Nc2ccccc2C)c(SCC(=O)NC2CCCC2)n1 | -7% | -10%
Cc1ccccc1NCc1c(C#N)c2ccccc2n1C | ? | 1%
Cn1cnc2c1c(=O)n(CCCSc1nnnn1-c1cccc(F)c1)c(=O)n2C | -7% | 1%
COc1ccc2c(c1)c1c(c(=O)n(-c3ccccc3C)c(=O)n1Cc1cccc(C(F)(F)F)c1)n2C | -2% | 7%
Cc1ccc(-n2c(CCC(=O)O)ccc2-c2cccs2)cc1C | 36%[activator] | 4%
CCc1ccc(NCc2cc3ccc(OC)cc3n(CC(=O)Nc3ccc(C)c(Cl)c3)c2=O)cc1 | 4% | -1%
CCc1c(-c2ccc(C)cc2)nc2ccccc2c1C(=O)O | 3% | 9%
CCC1CCCN(C(=O)Cn2cnc3c2c(=O)n(C)c(=O)n3C)C1 (configuration not stated) | -4% | 8%
CCc1cccc(CC)c1NC(=O)C(C)Sc1ccc(C)cc1 (configuration not stated) | 3% | 1%
Cc1[nH]c(=O)[nH]c(=S)c1C#N | 12% | 10%
CC1=C(C(=O)Nc2ccc(C)cc2C)C(c2ccc(Br)cc2)n2ncc(C(=O)Nc3cccc(C)c3)c2N1 (configuration not stated) | ? | -14%
Cc1ccc(Nc2cc(C)nc3c(C)c(C)cc([N+](=O)[O-])c23)c(C)c1 | -9% | -5%
CC1CNCCN1S(=O)(=O)c1cccc2cnccc12 (configuration not stated) | 13% | 2%
COc1cc(C(=O)Nc2cccc3cccnc23)ccc1C | 16% | 5%
COc1ccc(NC(=O)C2CCN(S(=O)(=O)c3c(C)noc3/C=C/c3ccc(C)cc3)CC2)cc1Cl | 18% | -1%
CCCS(=O)(=O)N1CC(=O)N(c2ccc(C)cc2)C(C)(C(=O)NC2CCCCCC2)C1 (configuration not stated) | 8% | -26%
CC1CCN(C(=O)CSc2nc3c([nH]c4ccccc43)c(=O)n2-c2ccccc2)CC1 | -11% | 3%[57.5 µM]
N#Cc1nc(-c2cccc3ccccc23)oc1NCCc1ccccc1 | -6% | -8%
COc1ccc(-c2ocnc2C(=O)Nc2ccc3c(c2)OCCO3)cc1OC | -1% | -1%
O=C(CCC1N=C2c3ccccc3N=C(SCc3cccc(F)c3)N2C1=O)NCc1ccc(F)cc1 (configuration not stated) | -4% | -5%

Later entries:
SMILES | AID inh | UDG counter
O=C(Nc1ccc(CCO)cc1)c1cc2ccccc2oc1=O | 2% | 13%
Cc1cc(NC(=O)Cn2c(=O)nc(-c3ccccc3F)c3cc(Cl)ccc32)ccc1Br | 20% | -11%
CCc1ccc2c(c1)c(=O)c(S(=O)(=O)c1ccccc1)cn2CC(=O)Nc1ccc(F)c(Cl)c1 | 1% | 2%
Cc1cccc(C)c1NC(=O)CN(C)S(=O)(=O)c1ccc2[nH]c3c(c2c1)CCCC3 | 12% | ?
C(#CCN1CCCCC1)COCCCOCc1ccccc1 | -10% | -3%
O=C(O)c1cncc(C(=O)O)c1 | 6% | -1%
CCOC(=O)c1cc(NCc2ccc(CC)cc2)ccc1N1CCOCC1 | -11% | -7%
CC(Sc1ccc(F)c(Cl)c1)C(=O)NC1CCCC1 (configuration not stated) | -3% | -4%
Cc1coc2cc3oc(=O)c(CC(=O)NCCc4ccccc4)c(C)c3cc12 | 6% | 11%
CCOC(=O)N1CCN(CC(=O)Nc2oc3ccccc3c(=O)c2-c2ccc(Cl)cc2)CC1 | -21% | -14%
COCCNC(=O)c1sc2ncccc2c1-n1c(C)ccc1C | 14% | 19%
Cc1ccc(S(=O)(=O)Nc2ccc(S(=O)(=O)C3CCCC3)cc2)c(C)c1 | -1% | -1%
CCn1nc(C(=O)Nc2ccc(OC)cc2)c2ccccc2c1=O | -4% | 2%
COc1ccc(CNC(=O)CCc2c(C)c3ccc(OC)c(C)c3oc2=O)cc1OC | -25% | 0%
CCn1nc(C(=O)N(C)Cc2cnn(-c3ccccc3)c2)c2ccccc2c1=O | -1% | 3%
Cc1ccc(-c2nnc(Nc3cccc(Cl)c3)c3ccccc23)cc1S(=O)(=O)NCC1CCCO1 (configuration not stated) | -8%[57.5 µM] | -20%[57.5 µM]
Cc1ccc(/C=N/NC(=O)C2C(C=C(Cl)Cl)C2(C)C)cc1 (configuration not stated) | -15% | -8%
CN(C)S(=O)(=O)N1CCN(C(=O)Cc2ccccc2F)CC1 | -1% | 13%
COc1ccc(NC(=O)CSc2nc(-c3ccc(OC)cc3)[nH]c2-c2ccc(F)cc2)cc1 | 0% | -4%
Cc1ccc(C(=O)CC2(O)C(=O)N(Cc3ccccc3)c3ccc(Br)cc32)cc1 (configuration not stated) | -5% | -8%
COc1ccc(CNC(=O)C(=O)Nc2ccccc2OC)cc1 | -8%[57.5 µM] | -3%[57.5 µM]
Cc1cccc(C2(C(=O)NC3CCC(C)CC3)CCC2)c1 (configuration not stated) | -9% | -2%
Cc1cccc(C)c1NC(=O)Cn1c(=O)cc(C)c2c(C)nn(-c3cccc(Cl)c3C)c21 | -3% | 19%
O=C(NCC1CC1)C(=O)Nc1cccc2[nH]ccc12 | 0% | -12%
CCOc1cc(-c2cc(C(=O)O)c3c(-c4ccccc4)[nH]nc3n2)ccc1O | 28% | 14%

(list continues)
SMILES | AID inh | UDG counter
CCOCCCNC(=O)C(c1ccc(Cl)cc1)N(Cc1cccs1)C(=O)c1ccc(NC(C)=O)cc1 (configuration not stated) | -18% | -1%
Cc1ccccc1N1CCN(S(=O)(=O)c2nnc(NC(=O)c3ccc(Cl)cc3)s2)CC1 | -18% | -5%
Cc1noc(C)c1CS(=O)(=O)c1cc(F)ccc1F | 1% | 5%
CCOC(=O)c1cnc2ccc(C)cc2c1Nc1ccccc1OCC | -20% | 5%
CCCn1nc(C(=O)Nc2ccc(OCC(C)C)c(Cl)c2)c2ccccc2c1=O | 1% | -4%
CCN(CC)c1nc2ccccc2nc1C(=O)Nc1cc(OC)c(OC)c(OC)c1 | 256%[activator] | ?
CC(C)c1ccc(/C=C(\C#N)c2nc(-c3cc4ccccc4oc3=O)cs2)cc1 | 10% | -2%
CCC(=O)Nc1nc2c(C)cc(NS(=O)(=O)c3cc(Cl)ccc3OC)cc2s1 | -4% | -3%
CCOC(=O)c1cccc(OCc2ccc(C#N)cc2)c1 | -3% | 6%
CC(C)c1ccc(NC(=O)CCNS(=O)(=O)c2ccc3c(c2)CCCC(=O)N3)cc1 | 16% | 14%
CC(=O)c1ccc(NC(=O)CSc2cn(CC(=O)N3CCCCC3)c3ccccc23)cc1 | 5% | -4%
Nc1ccc(S(=O)(=O)Nc2ccnn2-c2ccccc2)cc1 | -1% | 5%
COc1ccc(/C=C2\Oc3cc(OC(=O)c4ccc(C(C)(C)C)cc4)ccc3C2=O)c(OC)c1OC | -5% | 2%
Cc1ccc(Cn2c(CN3CCN(c4cccc(Cl)c4)CC3)nc3c2c(=O)n(C)c(=O)n3C)cc1 | ? | -11%
N#Cc1c(SCC(=O)Nc2ccc(Cl)cc2Cl)nc(N2CCOCC2)c2c1CCCC2 | -3% | 3%
Cc1ccc(CNC(=O)C2CCN(S(=O)(=O)c3ccc4nc5c(c(C(=O)O)c4c3)CC(C)CC5)CC2)cc1 (configuration not stated) | 19% | 6%
Cc1cc(C)n2nc(CNS(=O)(=O)c3cccc(Cl)c3)nc2n1 | 8% | -7%[57.5 µM]
Cn1c(=O)c2c(ncn2CC(=O)Nc2nc(-c3ccc(-c4ccccc4)cc3)cs2)n(C)c1=O | -4% | -12%
Cn1nc(C(=O)Nc2cccc(I)c2)c2ccccc2c1=O | -21% | -10%
Cc1c(Cl)cccc1-n1cccc1C=O | -4% | 0%
CC(=O)c1ccc(S(=O)(=O)Nc2ccc(-c3ccc(N4CCCCCC4)nn3)cc2)cc1 | 24% | 18%
Cc1ccc(C(=O)CC2(O)C(=O)N(Cc3ccccc3F)c3ccccc32)cc1 (configuration not stated) | ? | -11%
CCCNc1nc2ccccc2nc1C(=O)Nc1cccc(C)c1 | 2% | -11%
COc1ccc(CCNC(=O)[C@H](CC(C)C)NC(=O)N2CCn3c2nc2ccccc23)cc1OC | -3% | -7%
CCc1ccc(C(NC(=O)c2ccc3c(c2)NC(=O)CS3)c2cccs2)cc1 (configuration not stated) | -7% | -11%

Further structures:
SMILES | AID inh | UDG counter
CCOc1ccc(S(=O)(=O)N2CCN(Cc3nc4ccc(C)cc4o3)CC2)cc1 | 26% | 0%
COc1ccc(/C=C(\C#N)c2nc3ccc(C)cc3[nH]2)cc1OC | 18% | 2%
COc1cccc(-c2noc(-c3cc4cc(Cl)ccc4oc3=O)n2)c1OC | 7% | 8%
Cc1ccc(NC(=O)CSc2nc3ccccc3n2CC(=O)N2CCC(C)CC2)cc1C | 11% | -12%
Cc1ccnc2c([N+](=O)[O-])cccc12 | 0% | 3%
COc1ccc2cc(CNC(=O)CNC(=O)c3ccc(C)c(C)c3)ccc2c1 | -5% | -1%
CCc1ccc(OCc2nnc(SCC(=O)C(C)(C)C)n2CC(C)C)cc1 | -23% | -10%
O=C(Cn1cnc(S(=O)(=O)N2CCCC2)c1)Nc1cccc(-c2ccno2)c1 | -1% | 6%
CC(C)c1ccc(NC(=O)c2cn(C3CCCCC3)c(=O)c3c2c2ccccc2n3C)cc1 | ? | -20%
Cc1ccc(CNc2nc3c(c(=O)[nH]c(=O)n3C)n2Cc2cccc(C)c2)cc1 | 0% | -4%
O=C(O)/C=C/c1cccc(Br)c1 | -3% | 1%
COc1ccccc1Nc1nn2c(=O)c3ccc(C(=O)N4CCC(C)CC4)cc3nc2s1 | ? | -5%
COCCNc1oc(-c2ccccc2)nc1S(=O)(=O)c1ccc2c(c1)OCCO2 | -14% | -9%
COc1ccc(CC(=O)NCc2nc3cccnc3n2Cc2ccc(C)cc2)cc1OC | 4% | 2%
COCCCNC(=O)Cn1c(=O)n(CCCC(=O)NCc2ccc(C)cc2)c(=O)c2ccccc21 | 25% | 1%
CC(C)Cc1nn2c(=O)cc(COC(=O)c3ccc4c(c3)OCO4)nc2s1 | 6% | -16%
CCOC(=O)c1ccc(NC(=O)c2cc(=O)c3cc(CC)ccc3o2)cc1 | 19%[57.5 µM] | 1%[57.5 µM]
COC(=O)c1cc(S(=O)(=O)N2CCN(c3ccc(C)cc3C)CC2)cn1C | -9% | -9%[57.5 µM]
CCCCCn1c(CCNC(=O)c2ccc(F)cc2)nc2ccccc21 | ? | -17%
Cc1ccc(OCc2cc(=O)n3oc(C)cc3n2)c(NC(=O)c2ccccc2C(F)(F)F)c1 | -2% | -3%
CN(CC(=O)NC(=O)NCc1ccco1)Cc1cccs1 | -5% | 4%
O=C(Nc1nonc1-c1ccc(Cl)cc1)c1ccccc1F | -5% | -3%
Cc1ccccc1CNC(=O)c1ccc(CS(=O)Cc2ccc(Cl)cc2)o1 (configuration not stated) | -2% | 10%
CC(=O)N1CCc2cc(CNC(=O)Cc3ccc(F)cc3)ccc21 | 3% | -10%
CCN(CC)C(=O)Cn1ncc2c([nH]c3ccc(C)cc32)c1=O | -19% | 48%[activator]

Entries from the list above containing a CF3 group:
SMILES | AID inh | UDG counter
COc1ccc2c(c1)c1c(c(=O)n(-c3ccccc3C)c(=O)n1Cc1cccc(C(F)(F)F)c1)n2C | -2% | 7%
Cc1ccc(OCc2cc(=O)n3oc(C)cc3n2)c(NC(=O)c2ccccc2C(F)(F)F)c1 | -2% | -3%

Five entries from above, reformatted:
molecule	AID inh	UDG counter
N#Cc1nc(-c2cccc3ccccc23)oc1NCCc1ccccc1	-6%	-8%
COCCNC(=O)c1sc2ncccc2c1-n1c(C)ccc1C	14%	19%
Cc1cc(C)n2nc(CNS(=O)(=O)c3cccc(Cl)c3)nc2n1	8%	-7%[57.5 µM]
Cc1noc(C)c1CS(=O)(=O)c1cc(F)ccc1F	1%	5%
COc1ccc(/C=C2\Oc3cc(OC(=O)c4ccc(C(C)(C)C)cc4)ccc3C2=O)c(OC)c1OC	-5%	2%

Remaining list, next part:
SMILES | AID inh | UDG counter
Cc1cc(C(=O)OCc2cccc(C#N)c2)c(C)o1 | 2% | 19%
COc1ccc(-n2ccnc(NCCc3ccc(Cl)cc3)c2=O)cc1OC | -15% | 21%
CCOc1ccc(Br)cc1S(=O)(=O)NCCN1CCCC1 | 6% | 16%
COc1cccc(NC(=O)Cn2c(=O)n(Cc3ccccc3)c(=O)c3ccccc32)c1 | 0% | -8%
Cc1cc(C)cc(NC(=O)C(Sc2nnc(-c3ccoc3C)o2)c2ccccc2)c1 (configuration not stated) | -10% | 0%
CC(C)(C)NCC(O)COc1cccc2[nH]c(=O)[nH]c12 (configuration not stated) | 0% | -3%
Cc1c(C(=O)N(Cc2ccccc2F)C2CCS(=O)(=O)C2)oc2ccccc12 (configuration not stated) | ? | -26%

An excerpt from above in order of molar mass, low to high:
SMILES | AID inh | UDG counter
CC(C)(C)NCC(O)COc1cccc2[nH]c(=O)[nH]c12 (configuration not stated) | 0% | -3%
CCN(CC)C(=O)Cn1ncc2c([nH]c3ccc(C)cc32)c1=O | -19% | 48%[activator]
CCOc1ccc(Br)cc1S(=O)(=O)NCCN1CCCC1 | 6% | 16%
Cc1c(C(=O)N(Cc2ccccc2F)C2CCS(=O)(=O)C2)oc2ccccc12 (configuration not stated) | ? | -26%
COc1cccc(NC(=O)Cn2c(=O)n(Cc3ccccc3)c(=O)c3ccccc32)c1 | 0% | -8%

Source: PubChem BioAssay (National Center for Advancing Translational Sciences (NCATS))

Some of the compounds tested; rates above refer to the full screens.
